# PglD DTNB: C. jejuni PglD acetyltransferase inhibitors, primary screen, biochemical, DTNB colorimetric, single point | UDP-N-acetylbacillosamine N-acetyltransferase PglD (Campylobacter jejuni) | purified PglD enzyme, DTNB colorimetric CoA detection | inhibition, % at 12.5 µM | hit rate 0.098% among 360,000 | AID 602405, 2012; in the data active = inhibition above about 16%, passing the limit was not always enough; also: strong numbers were not always called active
# S100A4 MyoIIA: inhibitors of S100A4-myosin IIA peptide binding, primary screen, biochemical, fluorescence polarization, TAMRA-MyoIIA peptide | hit rate 0.14% among 360,000 | Protein S100-A4 (Homo sapiens), P26447 | inhibition, % at 10.7 µM;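 active = mean inhibition of at least 70% across replicates, with every replicate also reaching that level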
# Target sequence (P26447 whole entry, looked up): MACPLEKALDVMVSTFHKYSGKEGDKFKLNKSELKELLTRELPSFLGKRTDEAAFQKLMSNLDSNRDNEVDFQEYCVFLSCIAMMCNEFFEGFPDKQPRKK
#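 Material: S100A4 monomer protein | Medium: HEPES pH 7.2 with CaCl2, KCl, NaCl, DTT, Triton | Reagent: Labelled myosin peptide probe, 5 nM | Doses: One dose per compound | Times: 5 min incubation before reading | Benchmarks: Neutral control DMSO, positive control TFP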
# LGR2 antag: inhibitors of bursicon-induced LGR2 CRE-luciferase signal, primary screen, cell-based, HEK293, CRE-luciferase reporter, bursicon stimulation; bursicon-stimulated, 4 h; Drosophila bursicon receptor LGR2 (rickets); hit rate 0.35% among 380,000; inhibition, % at 9.99 µM;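 active = drop in luminescence signal, shown as inhibition above about 50% in the replicate tests, limit read from the data, passing the limit was not always enough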;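 also: agonist challenge used bursicon conditioned medium at about half maximal strength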
# PGC1a acetyl inh: inhibitors of PGC1a acetylation signal, primary screen, cell-based, U2OS, AlphaScreen, inhibitor mode; AlphaScreen anti-acetyl-lysine; with virally co-expressed GCN5 acetyltransferase; inhibition, % at 15.6 µM; hit rate 0.17% among 350,000; AID 651687, 2012;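 active = every replicate shows inhibition of at least 40%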;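 also: 0% = neutral control wells and 100% = positive control wells; some results beyond the cut were filed as inactive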
# FN deposition inh: inhibitors of fibronectin matrix deposition, primary screen, AH1F cells, Alexa488-fibronectin fluorescence, plate reader; AH1F fibroblasts, overnight; inhibition, % at 12.6 µM; hit rate 0.086% among 350,000; AID 743247, 2014;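 active = mean inhibition across replicates of 30% or more, regardless of how many single replicates reach that level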;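 also: positive control wells lacked labelled fibronectin entirely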
#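 Assay system: AH1F fibroblasts / Quantity: 10000 cells per well / Medium: DMEM plus 2% serum, read in PBS / Reagent: labelled fibronectin 24 nM / Dosing: single dose, pinned / Times: 1 h cell attachment, overnight exposure to compound and label / Signal: fluorescence, ex 485 nm, em 525 nm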
# PAX8 reporter: inhibitors of PAX8-driven TPO luciferase reporter, primary screen, RMG-I cells, single concentration | AID 652154, 2013 | SteadyGlo, 24 h | inhibition, % at 12.6 µM | hit rate 1.2% among 360,000;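 active = mean replicate inhibition at least 60% with every replicate also reaching 60%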;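 also: luciferase light reporting Pax8 driven TPO promoter activity; plate controls were median of neutral control wells for no effect and mitoxantrone controls for full effect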
# ERAP1 HTS inh: human ERAP1 aminopeptidase inhibitors, primary screen, biochemical, single point, plate reader; recombinant ERAP1, Leu-AMC fluorescence, 60 min; inhibition, % at 10.7 µM; hit rate 0.15% among 340,000;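 active = mean replicate inhibition of at least 30%, or all replicates individually reaching that 30% level; inactive = mean below 30% and not every replicate reaching it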;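 also: 0% = neutral control wells and 100% = L-leucinethiol positive control wells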
# Target sequence (Q9NZ08 whole entry, looked up): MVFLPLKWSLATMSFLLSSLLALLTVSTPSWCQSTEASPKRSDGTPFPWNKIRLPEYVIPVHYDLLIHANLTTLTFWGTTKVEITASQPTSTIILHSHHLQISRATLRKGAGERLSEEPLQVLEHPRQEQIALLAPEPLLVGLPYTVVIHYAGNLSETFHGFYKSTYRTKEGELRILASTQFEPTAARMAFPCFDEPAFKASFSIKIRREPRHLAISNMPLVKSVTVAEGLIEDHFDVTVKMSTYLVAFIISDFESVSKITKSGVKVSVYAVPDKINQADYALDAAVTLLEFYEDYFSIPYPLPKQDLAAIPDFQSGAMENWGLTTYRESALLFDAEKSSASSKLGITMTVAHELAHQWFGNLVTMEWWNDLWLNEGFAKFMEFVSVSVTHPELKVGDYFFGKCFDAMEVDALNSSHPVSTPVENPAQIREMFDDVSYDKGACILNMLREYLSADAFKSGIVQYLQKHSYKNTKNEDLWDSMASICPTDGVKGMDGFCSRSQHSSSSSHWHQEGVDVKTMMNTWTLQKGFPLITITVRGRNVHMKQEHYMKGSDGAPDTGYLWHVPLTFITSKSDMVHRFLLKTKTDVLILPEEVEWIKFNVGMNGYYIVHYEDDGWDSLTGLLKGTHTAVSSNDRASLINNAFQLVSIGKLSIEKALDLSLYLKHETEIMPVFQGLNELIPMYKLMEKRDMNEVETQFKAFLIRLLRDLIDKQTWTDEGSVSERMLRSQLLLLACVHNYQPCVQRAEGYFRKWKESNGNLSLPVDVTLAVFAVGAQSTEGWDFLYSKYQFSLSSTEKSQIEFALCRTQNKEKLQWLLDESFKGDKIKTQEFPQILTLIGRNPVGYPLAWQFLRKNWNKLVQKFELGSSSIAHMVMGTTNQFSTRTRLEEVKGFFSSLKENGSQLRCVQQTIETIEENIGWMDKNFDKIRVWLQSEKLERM
# EWS-Fli inh: EWS/Fli-driven NR0B1 reporter inhibitors, primary screen, A673 cells, NR0B1 luciferase, luminescence, MLPCN library | viability-normalised | inhibition, % at 12.6 µM | hit rate 0.67% among 350,000 | AID 651661, 2012;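 active = mean inhibition of at least 50% after viability correction, with every replicate also passing that limit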;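 also: firefly luciferase signal divided by Alamar Blue viability fluorescence both relative to DMSO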
# * = called active by the depositor; · = not tested or not shown.
# The line under a structure holds: PglD DTNB	S100A4 MyoIIA	LGR2 antag	PGC1a acetyl inh	FN deposition inh	PAX8 reporter	ERAP1 HTS inh	EWS-Fli inh
Cc1cc(C(=O)Nc2cccc3c2O[C@H](CN(C)S(=O)(=O)c2cn(C)cn2)[C@@H](C)CN([C@@H](C)CO)C3=O)n(C)n1
  2	11	-5	6	-2	·	-2	2
C[C@@H]1CN([C@@H](C)CO)C(=O)Cc2cc(NC(=O)Cc3ccccc3)ccc2O[C@H]1CN(C)Cc1ccc(Oc2ccccc2)cc1
  3	-6	13	-10	·	72*	2	4
CCn1c(=O)c(C(=O)CN2CCN(S(=O)(=O)c3ccc(C)cc3C)CC2)c(N)n(Cc2ccccc2)c1=O
  -7	-1	18	·	-11	37	2	15
Cc1noc(C)c1NC(=O)Nc1ccc2c(c1)CC(=O)N([C@@H](C)CO)C[C@@H](C)[C@@H](CN(C)S(C)(=O)=O)O2
  -2	·	-4	-2	·	-10	·	-9
CCOc1ccc(-n2c(SCC(N)=O)nnc2-c2cccnc2)cc1
  ·	-1	-29	·	7	-15	7	7
O=C(CCS(=O)(=O)c1ccc(Br)cc1)N1CCCCCC1
  -4	0	-1	2	-7	-3	2	-7
CC[C@]12c3[nH]c4ccc(Cl)cc4c3CCN1C(=O)[C@@H](CC(=O)NCCC1=CCCCC1)C[C@@H]2C(=O)N1CCN(C(=O)C2CC2)CC1
  -1	-1	7	0	-8	-17	-2	4
COc1ccc(C(=O)Nc2ccc(S(=O)(=O)NC(C)=O)cc2)cc1[N+](=O)[O-]
  ·	2	-12	15	-4	2	14	-5
CN1CCCCN2[C@H](CO)[C@H](c3ccc(-c4ccccc4)cc3)[C@H]2C1
  -11	-11	12	2	·	-10	0	-10
O=C1CC(c2ccccc2)Cc2nc3ncnn3cc21 (centres undefined)
  4	-1	-25	13	·	·	4	5
C#CCOc1ccc(/C=N/NC(=O)c2cccnc2)cc1OCC
  -4	-2	-5	4	1	-7	·	-5
O=C(Cc1ccccc1)N[C@H]1C=C[C@@H](CC(=O)N2CCOCC2)O[C@H]1CO
  -4	8	4	-15	-23	-14	-2	5
COc1cc(C(=O)Oc2c(OC)cc(C(=S)N3CCOCC3)cc2OC)cc(OC)c1OC
  0	-2	2	8	-6	3	-3	12
CC(=O)NCCc1c(C)n(Cc2ccccc2)c2ccccc12
  2	-2	3	-7	8	8	-4	-3
COCCNc1nnc(SC(C)C(=O)Nc2c(C)n(C)n(-c3ccccc3)c2=O)s1 (centres undefined)
  -12	-2	4	·	10	9	-1	·
COc1cccc(-c2cn(CC[C@H]3CC[C@@H](NC(=O)CC4CC4)[C@@H](CO)O3)nn2)c1
  0	9	5	9	-9	8	1	5
CC(C)(C)C(=O)/C=c1\[nH]c(=O)/c(=C\c2ccc(C#N)cc2)s1
  0	·	·	3	0	0	·	·
COc1cc(OC)cc(C(=O)N2CCN(C(=O)c3ccc(-c4ccccc4)cc3)CC2)c1
  ·	-1	-16	4	2	21	0	4
CN(C)c1ccc(/C=N/NC(=O)c2ccccc2O)o1
  ·	-10	-26	·	-4	2	0	-3
Cc1ccc(C2=NS(=O)(=O)N(C)C(C(=O)NCc3ccccc3)=C2)cc1
  -2	6	10	-4	1	9	-7	4

# Single records (already shown). Values in the order: PglD DTNB | S100A4 MyoIIA | LGR2 antag | PGC1a acetyl inh | FN deposition inh | PAX8 reporter | ERAP1 HTS inh | EWS-Fli inh
# Entry for `CCOc1ccc(-n2c(SCC(N)=O)nnc2-c2cccnc2)cc1` : · | -1 | -29 | · | 7 | -15 | 7 | 7
# Entry for `CC(C)(C)C(=O)/C=c1\[nH]c(=O)/c(=C\c2ccc(C#N)cc2)s1` : 0 | · | · | 3 | 0 | 0 | · | ·

# (next part)
# The line under a structure holds: PglD DTNB	S100A4 MyoIIA	LGR2 antag	PGC1a acetyl inh	FN deposition inh	PAX8 reporter	ERAP1 HTS inh	EWS-Fli inh
O=C1CCCCc2cc(O)c(O)cc21
  ·	0	-7	·	-4	4	3	17
CCCC(=O)N1CCC1(C)C(=O)NS(=O)(=O)c1cccc(F)c1 (centres undefined)
  -5	7	-17	8	8	7	6	-1
O=C(NCc1cccnc1)c1cc(S(=O)(=O)N2CCCC2)c(Cl)cc1Cl
  2	-3	-4	-1	-1	-16	-2	7
COc1ccccc1Cc1c(-c2ccccc2)nc2ccc(C)cn12
  ·	-2	-58	·	-4	-138	0	-63
CN(C)CCCNC(=O)c1cc(C(=O)Cc2ccccc2)c[nH]1
  ·	0	6	·	-4	-10	-1	-1
C[C@@H]1CN([C@H](C)CO)C(=O)c2cc(NS(=O)(=O)c3cn(C)cn3)ccc2O[C@H]1CN(C)Cc1ccc(Oc2ccccc2)cc1
  -2	16	4	1	·	·	5	-6
COc1sc(SC)cc1/C=N/NC(=O)c1ccncc1
  0	7	14	2	9	-2	3	2
O=C(Cc1ccc(Br)cc1)NC1CCN(Cc2ccccc2)CC1
  0	-1	20	-2	-10	26	1	15
O=C(CCN1C(=O)/C(=C\c2ccccc2F)SC1=S)N1CCOCC1
  -3	-5	6	-4	-1	18	-1	6
CC1CCCC(NC(=O)c2cc(S(=O)(=O)N3CCOCC3)ccc2F)C1C (centres undefined)
  ·	1	0	-3	8	6	-4	·
CCN(c1ccccc1)S(=O)(=O)c1ccc(Cl)c(NC(=O)CNCc2ccccc2OC)c1
  -5	-2	12	-18	5	·	2	4
O=S(=O)(c1ccccc1)c1ncc(C(F)(F)F)cc1O
  1	3	15	10	19	4	4	13
CCCNC(=O)NC(=O)COC(=O)c1ccc(S(=O)(=O)N(C)c2ccccc2OC)cc1
  ·	2	-19	-10	3	-4	-1	-16
C[C@H](CO)N1C[C@H](C)[C@H](CN(C)S(=O)(=O)c2ccccc2)Oc2cc(C#Cc3ccncc3)ccc2S1(=O)=O
  3	-38	23	1	·	·	0	10
COc1ccc(CN2C[C@@H](CO)O[C@@H](n3cnc4c(N5CCN(C)CC5)ncnc43)C2)cc1
  -5	2	7	10	1	14	0	-12
CCOc1ccc2oc(C(=O)N3CCN(c4ccccn4)CC3)c(C)c2c1
  ·	1	5	·	·	5	-5	·
Cc1cc(=O)[nH]c2ccc(S(=O)(=O)Nc3ccccc3)cc12
  9	-6	18	2	5	8	-3	5
COc1ccc(/C=N/NC(=O)C2c3ccccc3-c3ccccc32)cc1
  ·	9	4	·	-2	15	7	-9
C[C@@H]1CN([C@H](C)CO)C(=O)c2cc(C#CC3CC3)cnc2O[C@@H]1CN(C)S(=O)(=O)c1cccc(F)c1
  -1	7	20	10	·	·	2	3
CN(C)C(=O)c1cc(C(=O)c2ccccc2Cl)c[nH]1
  ·	4	-9	-2	2	-31	-4	-26

# Retrieved by compound from the list above (two):
# The line under a structure holds: PglD DTNB	S100A4 MyoIIA	LGR2 antag	PGC1a acetyl inh	FN deposition inh	PAX8 reporter	ERAP1 HTS inh	EWS-Fli inh
O=S(=O)(c1ccccc1)c1ncc(C(F)(F)F)cc1O
  1	3	15	10	19	4	4	13
COc1sc(SC)cc1/C=N/NC(=O)c1ccncc1
  0	7	14	2	9	-2	3	2

# (list continues)
# The line under a structure holds: PglD DTNB	S100A4 MyoIIA	LGR2 antag	PGC1a acetyl inh	FN deposition inh	PAX8 reporter	ERAP1 HTS inh	EWS-Fli inh
CCn1c(=O)c(C(=O)NNC(=O)c2ccccc2Br)c(O)c2ccccc21
  2	2	0	-3	6	12	1	3
C[C@H](CO)N1C[C@H](C)[C@H](CN(C)Cc2ccncc2)Oc2ncc(C#Cc3ccc(F)cc3)cc2C1=O
  -1	4	-15	4	·	21	3	-2
CCN1C[C@@H]2[C@@H]3C(=O)N(Cc4ccccc4)C(=O)[C@@H]3[C@](C)(C(=O)OC)N2C1=NC1CCCCC1
  0	-2	-1	4	-2	-2	-4	-11
COc1ccc(CNC(=O)CN2C(=O)NC3(CCCCCCC3)C2=O)cc1
  6	-23	1	-3	5	14	-1	-5
CC(C)COC(=O)C(C#N)c1nc2ccccc2nc1N1CCN(Cc2ccccc2)CC1 (centres undefined)
  0	·	·	2	0	13	·	·
Cc1ccc(C(=O)N2CCCC(CCC(=O)NCc3ccc(F)c(F)c3)C2)cn1 (centres undefined)
  -6	-1	-9	-6	-2	-55	1	-22
O=C1C2CCCN2C(=O)N1CCCCN1CCN(CCO)CC1 (centres undefined)
  -4	-15	-5	6	-1	3	0	-4
Cc1cc(S(=O)(=O)N2CCOCC2)ccc1OCC(=O)N1CCCC1
  -1	-4	2	6	-10	-2	0	1
CCN(C(=O)COC(=O)c1cc(=O)[nH]c2ccccc12)c1c(N)n(Cc2ccccc2)c(=O)[nH]c1=O
  ·	-54	3	-3	2	1	0	4
C[C@@H]1CCCCO[C@H](CN(C)C(=O)Nc2ccc(C(F)(F)F)cc2)[C@@H](C)CN([C@H](C)CO)C(=O)c2cc(NC(=O)C3CCCCC3)ccc2O1
  0	7	11	4	·	-17	1	-14
Cc1c(NC(=O)c2cc(-c3ccc(Br)cc3)on2)c(=O)n(-c2ccccc2)n1C
  5	-2	0	-1	-3	5	1	-4
CCOc1ccc(C(=O)N(CC)CC(=O)Nc2ccc3c(c2)OCCO3)cc1
  -1	4	-46	-4	-4	-142	0	-69
Cc1sc2nc(C)n(/N=C/c3ccccc3)c(=O)c2c1C
  3	-1	17	·	-13	·	0	·
COc1cc(CNCc2ccccc2)cc(Cl)c1OC
  2	2	-1	0	·	-3	0	-15
COC(=O)c1ccc(N2CCOCC2)c(NC(=O)c2cccnc2)c1
  1	-2	-4	0	0	-8	-1	-6

# A different layout for part of the listing above.
SMILES: C[C@@H]1CCCCO[C@H](CN(C)C(=O)Nc2ccc(C(F)(F)F)cc2)[C@@H](C)CN([C@H](C)CO)C(=O)c2cc(NC(=O)C3CCCCC3)ccc2O1
  PglD DTNB = 0
  S100A4 MyoIIA = 7
  LGR2 antag = 11
  PGC1a acetyl inh = 4
  FN deposition inh = ·
  PAX8 reporter = -17
  ERAP1 HTS inh = 1
  EWS-Fli inh = -14
SMILES: Cc1c(NC(=O)c2cc(-c3ccc(Br)cc3)on2)c(=O)n(-c2ccccc2)n1C
  PglD DTNB = 5
  S100A4 MyoIIA = -2
  LGR2 antag = 0
  PGC1a acetyl inh = -1
  FN deposition inh = -3
  PAX8 reporter = 5
  ERAP1 HTS inh = 1
  EWS-Fli inh = -4

# High-throughput results (PubChem)
